OX1R antag-1: OX1R (human) antagonism; AID 485270; OX1R-expressing cells, FRET antagonist read-out; hit rate 1.8% among 330,000; inhibition, % at 6.6 µM; O43613; in the data active = inhibition mostly above about 38%, no sharp cut-off; inactive = mostly below about 40%;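 also: 0% = agonist challenge alone and 100% = reference antagonist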
Target sequence (O43613 whole entry, looked up): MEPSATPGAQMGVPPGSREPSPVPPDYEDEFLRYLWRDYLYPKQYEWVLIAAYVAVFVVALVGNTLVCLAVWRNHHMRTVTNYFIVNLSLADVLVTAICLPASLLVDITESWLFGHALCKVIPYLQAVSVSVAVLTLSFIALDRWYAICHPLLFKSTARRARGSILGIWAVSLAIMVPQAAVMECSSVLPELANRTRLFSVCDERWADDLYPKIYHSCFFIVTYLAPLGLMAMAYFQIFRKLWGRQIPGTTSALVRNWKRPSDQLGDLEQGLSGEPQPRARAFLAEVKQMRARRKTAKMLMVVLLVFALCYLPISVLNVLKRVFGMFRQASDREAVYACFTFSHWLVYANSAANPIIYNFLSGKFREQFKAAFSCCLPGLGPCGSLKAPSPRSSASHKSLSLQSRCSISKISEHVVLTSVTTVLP
STK33 kinase inh: inhibitors of human STK33 kinase; Q9BYT3; purified STK33, MBP phosphorylation, ADP-Glo luminescence; inhibition, % at 10 µM; hit rate 0.073% among 320,000; AID 2661;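 active = inhibition at or above 25%, using the most active replicate where run in duplicate; inactive = inhibition below 25%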
Target sequence (Q9BYT3 whole entry, looked up): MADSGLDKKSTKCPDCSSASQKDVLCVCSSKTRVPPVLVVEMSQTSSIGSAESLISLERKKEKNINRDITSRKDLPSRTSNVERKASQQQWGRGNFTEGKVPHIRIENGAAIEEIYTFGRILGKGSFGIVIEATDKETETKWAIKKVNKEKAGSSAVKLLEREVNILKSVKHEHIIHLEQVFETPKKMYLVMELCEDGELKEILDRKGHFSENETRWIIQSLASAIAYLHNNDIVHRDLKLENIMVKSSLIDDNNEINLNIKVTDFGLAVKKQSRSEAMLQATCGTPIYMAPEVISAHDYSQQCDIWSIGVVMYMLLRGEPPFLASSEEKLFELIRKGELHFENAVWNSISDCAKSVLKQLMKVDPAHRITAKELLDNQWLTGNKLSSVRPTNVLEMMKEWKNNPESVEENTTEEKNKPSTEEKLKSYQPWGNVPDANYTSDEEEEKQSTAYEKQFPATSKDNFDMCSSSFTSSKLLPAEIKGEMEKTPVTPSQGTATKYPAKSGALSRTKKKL
OX1R antag-2: blocks the human orexin 1 receptor; inhibition, % at 5 µM; hit rate 0.43% among 330,000; AID 434989; CHO/OX1R cells, Fluo-8 calcium fluorescence, orexin A; O43613;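 active = inhibition above its plate's threshold, mean inhibition of all tested compounds on the plate plus 3 SD, cut at about 37% in these data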;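 also: 0% = orexin A challenge wells and 100% = SB-334867-A antagonist wells; not every result past the cut was called active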
An asterisk follows results filed as active; . = not tested or not shown. The order is random; any-hit rate near 2.2%.

Structure,OX1R antag-2,STK33 kinase inh,OX1R antag-1
O=C(N/N=C/c1cc2c(cc1Cl)OCO2)c1cc(-c2ccccc2)n[nH]1,-21,-0.9,17
Cn1c(Oc2ccc(Cl)cc2)c(C=O)c2ccccc21,-28,-1.1,-5
CC(=O)Oc1ccccc1/C=C1\CCOC1=O,-15,-1.5,18
CCC(=O)C1=C(O)C(c2cccc(Oc3ccccc3)c2)CCC1=O (stereo not drawn),14,-0.4,18
N#Cc1cc2c(nc1SC1CC(=O)N(c3ccccc3)C1=O)CCC2 (stereo not drawn),-11,-1.6,15
COCCNC(=S)NNC(=O)CSCc1ccc(Cl)cc1Cl,-25,-0.1,5
CCc1nnc(NC(=O)CSc2ccc(-c3cccs3)nn2)s1,-36,-1.5,15
CCC(C)N(C(=O)COC(=O)CCc1c[nH]c2ccccc12)C1CCS(=O)(=O)C1 (stereo not drawn),-14,-0.5,25
Cc1cccc(N(C)S(=O)(=O)c2ccc(-c3cc(C)no3)s2)c1,10,-0.5,29
COc1ccc(S(=O)(=O)NCC2CCC(C(=O)NCCC(C)C)CC2)cc1 (stereo not drawn),7,1.5,0

(more compounds)
Structure,OX1R antag-2,STK33 kinase inh,OX1R antag-1
O=C(NCCN1CCOCC1)c1cccc(S(=O)(=O)Nc2ccc(F)cc2)c1,-2,-0.7,-2
O=C(NCC(c1cccs1)N1CCOCC1)c1cc([N+](=O)[O-])ccc1Cl (stereo not drawn),-14,-0.8,46
COc1ccccc1Oc1ccc(S(=O)(=O)NCc2ccccn2)cc1,11,-1.5,32
Cc1ccc(C)c(NC(=O)CCN2CCc3ccccc3C2)c1,-1,-0.6,26
CCOc1cc(C2Nc3ccccc3C(=O)N2c2ccccc2)ccc1O (stereo not drawn),-4,-0.9,5
CCOC(=O)CSc1nc(C2CC2)cc(-c2ccc(F)cc2)c1C#N,-25,-0.8,11
COc1ccc(Nc2nnc(SCc3cc([N+](=O)[O-])cc4c3OCOC4)s2)cc1,-17,-0.9,10
Cc1cc(C)cc(NC(=O)N2CCC(c3nc4ccccc4o3)CC2)c1,-17,-0.6,3
Cc1ccc(SCCC(=O)NC(C)(C)C)cc1,-27,-0.4,26
COc1cc(C(=O)Nc2ccc(C(N)=O)cc2)c([N+](=O)[O-])cc1OC,-6,0.1,34

New compounds follow.
Structure,OX1R antag-2,STK33 kinase inh,OX1R antag-1
COC(=O)C1=C(CS(=O)(=O)c2ccc(OC)cc2)NC(=O)NC1c1ccccc1 (stereo not drawn),-12,3.3,5
CC1CN(C(=O)CCC(=O)NCc2ccccn2)c2ccccc2O1 (stereo not drawn),-13,-0.1,2
COc1ccc(OC)c(NC(=O)CSc2nc(C)cs2)c1,-7,1.0,5
COCc1cc(=O)[nH]c(SCCS(=O)(=O)c2ccc(C)cc2)n1,-8,-1.1,1
COCCCN(C(=O)C1CCCCC1)c1c(N)n(Cc2ccccc2)c(=O)[nH]c1=O,-16,0.2,4
O=C(CCC1CCCC1)NCCS(=O)(=O)N1CCN(c2ccccc2F)CC1,-38,-1.8,11
O=C(NCCCO)C(=O)Nc1cc2c3c(c1)CCN3C(=O)CC2,-6,1.6,5
NS(=O)(=O)c1ccc(CCNC(=O)/C=C/c2cccc([N+](=O)[O-])c2)cc1,-9,1.9,55
CCN(CC)c1ccc(NC(=O)COc2ccc(C)cc2)cc1,-14,-1.0,-7
CCOC(=O)c1sc(=S)n(C)c1NC(=O)c1cccc(Br)c1,-15,-1.7,30

Continuation:
Structure,OX1R antag-2,STK33 kinase inh,OX1R antag-1
COCCCn1c(SCC(=O)N2CCOCC2)nc2ccccc2c1=O,-7,-1.8,22
CN1CCC(N(C)C(=O)CCc2nc3ccccc3c(=O)[nH]2)CC1,-1,-2.1,16
Cc1ccc(OCc2cc(C(=O)N(C)CCn3ccnc3C)no2)cc1C,-15,-0.7,1
COc1ccc(Nc2nc(-c3sc(N)nc3C)cs2)cc1,-15,0.4,13
CCCCn1c(SCC(=O)OCC)nnc1-c1ccoc1C,-16,-1.8,22
COC(=O)c1ccc(OC(C)C(=O)c2ccc(C)cc2)cc1 (stereo not drawn),-8,-1.0,33
CCCn1nnc(NC(=S)NC(=O)C(C)(C)C)n1,7,3.0,4
COc1cc(CN2CCCN(C)CC2)cc([N+](=O)[O-])c1O,-6,-0.5,18
O=C(Nc1ccccc1-c1ccccc1)c1ccco1,-9,6.8,11
CC(C(=O)Nc1ccccc1)N(C)Cc1cccs1 (stereo not drawn),-2,-0.6,4

(more compounds)
Structure,OX1R antag-2,STK33 kinase inh,OX1R antag-1
CCNS(=O)(=O)c1ccc(NC(=O)c2ccc(Cn3cc([N+](=O)[O-])cn3)o2)cc1,-15,-0.6,25
COc1ccc(S(=O)(=O)C(C#N)c2nc3ccccc3nc2N2CCCC(C)C2)cc1 (stereo not drawn),-5,-0.2,16
Cc1cc(NC(=O)c2ccc(Br)cc2)nc(C)n1,-11,1.7,20
CCC1Nc2ncnc(N3CCCCC3)c2N(Cc2ccc(OC)cc2)C1=O (stereo not drawn),-13,-0.2,6
COc1cc(S(=O)(=O)NCC2OCCc3ccccc32)ccc1-n1cnnn1 (stereo not drawn),-13,0.1,3
COC(=O)c1cc(NC(=O)C2CC(=O)NC(=NCc3ccc(OC)cc3)S2)cc(C(=O)OC)c1 (stereo not drawn),5,0.3,14
Cc1onc(-c2ccccc2)c1C(=O)NCc1ccc(F)cc1,-16,0.4,3
COc1ccccc1Cn1c(-c2ccco2)nc2nc3ccccc3nc21,-25,0.3,13
O=C(CCc1ccccc1)NCc1cccnc1,-8,-0.7,19
CCCCN(C)CCNC(=O)C1CCN(S(=O)(=O)c2cccc3nsnc23)CC1,-3,5.9,49*

Following part:
Structure,OX1R antag-2,STK33 kinase inh,OX1R antag-1
CCOC(=O)c1ccc(N2C(=O)C3ON(c4ccccc4)C(c4ccco4)C3C2=O)cc1 (stereo not drawn),-13,-0.1,14
COc1cc(NC(=O)COc2ccc(Cl)cc2)ccc1NC(=O)C(C)C,-21,-0.2,10
CN(C(=O)CSc1ccc2c(c1)OCCO2)c1ccccc1,15,-0.3,3
O=C(Nc1cccc(Cl)c1)C1=CC=CN2CCS(=O)(=O)N=C12,-2,1.0,7
COc1cc2c(cc1OC)C(=O)CCS2,-12,0.5,20
CCOC(=O)Nc1cccc(OCC(=O)Nc2ccc3c(c2)CCC3)c1,-28,-1.5,2
CN(C)S(=O)(=O)c1cccc(NC(=O)c2ccc(S(=O)(=O)N3CCCCC3)cc2)c1,-13,0.2,8
Oc1ccc(/C=N/N=C(c2ccccc2)c2ccccc2)c(O)c1O,-16,-0.4,15
CC(C)c1ccc(NC(=O)C(c2ccc3c(c2)OCO3)N2CCCCC2)cc1 (stereo not drawn),-38,-2.2,2
COc1ccc(Br)c(C(=O)N2CCN(S(=O)(=O)c3cccs3)CC2)c1,-17,-1.3,136*

Continued.
Structure,OX1R antag-2,STK33 kinase inh,OX1R antag-1
Cc1c(-c2ccccc2)[n+](=O)c2c(n1[O-])CCC2,-13,0.2,24
CCCCC(=O)Nc1nn(CCC)c2nc3ccccc3cc12,-29,-0.3,9
Cc1ccc(NC2=NCCCCC2)cc1C,-5,-0.4,6
Cc1cc(C)c2nc(N(CCN(C)C)C(=O)/C=C/c3cccs3)sc2c1,-4,-2.4,9
CCCN(CCC)CCN1C(=O)C2C(C(=O)Nc3ccc(C)cc3)C3C=CC2(O3)C1C(=O)NC1CCCCC1 (stereo not drawn),-40,-1.0,14
CCOC(=O)C1CCN(S(=O)(=O)c2ccc3[nH]c(=O)oc3c2)CC1,-1,-2.1,13
O=C(Nc1ccc2c(c1)OCCO2)C1CCN(S(=O)(=O)c2ccc(Br)s2)CC1,-17,-2.0,11
C=CCN1CCN(C(CCC)c2nnnn2Cc2ccco2)CC1 (stereo not drawn),6,-0.8,6
CCN1CCCC1CNC(=O)C(=O)NCc1ccccc1 (stereo not drawn),-1,0.1,1
Cc1ccc(NC(=O)CCNC(=O)c2ccco2)cc1,-4,-0.8,10

(listing goes on)
Structure,OX1R antag-2,STK33 kinase inh,OX1R antag-1
CCCCOc1ncnc2c1[nH]c1ccccc12,36,-1.3,73*
Cc1cc(C(=O)NCCCN2CCN(c3cc(Cl)ccc3C)CC2)n(-c2ccccc2)n1,-17,0.4,4
CN(C(=O)COc1cccc(Br)c1)C1CCS(=O)(=O)C1 (stereo not drawn),-10,-2.4,10
CCOC(=O)C1=C(C)NC(=O)CC1c1ccccc1 (stereo not drawn),-7,-0.3,11
c1cc[n+](CCC[n+]2ccccc2)cc1,-18,-0.4,7
COc1ccccc1N(CC(=O)NC(C)(C)C)C(=O)CCC(=O)Nc1nccs1,-34,.,15
CCOc1ccccc1NC(=O)CSc1nnc(-c2ccccc2Cl)n1Cc1ccco1,-20,0.5,69*
CCOC(=O)C1=C(CCc2ccccc2)NC(=O)NC1c1ccc(Br)cc1 (stereo not drawn),-25,-2.6,16
CCCOc1cccc(-c2nn(-c3ccccc3)cc2/C=C(\C#N)C(=O)NCCCn2ccnc2)c1,-18,.,7
COc1ccccc1CNC(=O)COc1ccc([N+](=O)[O-])cc1,-6,-0.2,37

Additional entries follow:
Structure,OX1R antag-2,STK33 kinase inh,OX1R antag-1
COc1ccc(Cn2c(-c3ccc(Br)cc3)c[n+]3ccccc23)cc1,1,0.7,11
CCc1ccccc1N1CN(Cc2ccco2)CNC1=S,0,-0.8,1
COc1cccc(NC2SC(=O)N(c3ccccc3)C2=O)c1 (stereo not drawn),-26,-0.9,24
c1ccc2c(c1)CCN(Cc1nnnn1Cc1ccc3c(c1)OCO3)C2,-25,2.9,27
Cc1cccc(C)c1OCc1nnc2c3cnn(C)c3ncn12,-4,0.5,11
COc1ccc(CC(=O)N(C)Cc2cccc(F)c2)cc1S(=O)(=O)N1CCOCC1,-27,0.4,3
Cc1cccc(C)c1OCC(=O)NNC(=O)CNC(=O)c1ccc(OC(F)F)cc1,-5,-0.4,4
Cc1nn(C)cc1NC(=O)CCSc1nc(-c2ccco2)cc(C(F)(F)F)n1,-15,0.8,22
Cc1ccc([N+](=O)[O-])c2cccnc12,-13,-1.6,21
CS(=O)(=O)Nc1cc2c3c(c1)CCC(=O)N3CCC2,-81,0.5,-1

(continued)
Structure,OX1R antag-2,STK33 kinase inh,OX1R antag-1
Cc1cc(NC(=O)CCC(=O)N(c2ccccc2)C(C(=O)NC2CCCC2)c2ccncc2)no1 (stereo not drawn),-23,-0.9,18
COc1ccc(-c2nn(-c3ccccc3)cc2C(=O)N2CCN(S(=O)(=O)c3ccccc3C#N)CC2)cc1,-33,-1.5,19
Cc1cc(C)n(-c2ccc(C(=O)Nc3ccc(S(=O)(=O)N(C)C)cc3)cc2)n1,-17,0.1,8
CCOC(=O)c1c(N2C(=O)Nc3cc(Cl)c(Cl)cc3N2O)sc2c1CCCCC2,17,0.8,35
Cn1c(SCC(=O)OC2CCCCC2)nnc1-c1ccc2c(c1)OCO2,-28,-0.7,16
O=C(CNC(=O)c1ccc(Br)o1)NNC(=O)c1ccc(Cl)cc1,-6,-0.9,10
CCOC(=O)C(C)Oc1ccc2c(-c3cccc([N+](=O)[O-])c3)cc(=O)oc2c1 (stereo not drawn),-6,-3.1,14
COc1ccccc1CCc1nnc(CCC(=O)NCC[C@@H]2C[C@@H]3C=C[C@H]2C3)o1,-41,0.0,24
Cc1cccc(N(CC(=O)NC2CC3CCC2C3)S(=O)(=O)c2ccccc2)c1 (stereo not drawn),-16,-1.0,21
COc1cc(O)cc2c1[C@@H]1Oc3c(ccc(O)c3CC=C(C)C)[C@@H]1CO2,-17,-0.4,24

Some of the entries above, set out differently.
Results follow in this order: OX1R antag-2, STK33 kinase inh, OX1R antag-1
> CN(C)S(=O)(=O)c1cccc(NC(=O)c2ccc(S(=O)(=O)N3CCCCC3)cc2)c1
 : -13, 0.2, 8
> Oc1ccc(/C=N/N=C(c2ccccc2)c2ccccc2)c(O)c1O
 : -16, -0.4, 15
> CC(C)c1ccc(NC(=O)C(c2ccc3c(c2)OCO3)N2CCCCC2)cc1 (stereo not drawn)
 : -38, -2.2, 2
> COc1ccc(Br)c(C(=O)N2CCN(S(=O)(=O)c3cccs3)CC2)c1
 : -17, -1.3, 136*
> Cc1c(-c2ccccc2)[n+](=O)c2c(n1[O-])CCC2
 : -13, 0.2, 24
> CCCCC(=O)Nc1nn(CCC)c2nc3ccccc3cc12
 : -29, -0.3, 9
> Cc1ccc(NC2=NCCCCC2)cc1C
 : -5, -0.4, 6

Later entries
Structure,OX1R antag-2,STK33 kinase inh,OX1R antag-1
O=C1CC(N2CCN(c3ccccc3Cl)CC2)C(=O)N1c1ccccc1 (stereo not drawn),1,-0.8,5
Cc1ccc(S(=O)(=O)N(C)C)cc1NC(=O)COC(=O)COc1ccc2c(c1)CCC2,-26,-0.8,19
Cc1ccc(S(=O)(=O)CC(=O)c2ccccc2[N+](=O)[O-])cc1,-17,-1.5,16
Cc1nc2ccccc2n1-c1nc(-c2ccco2)cc(C(F)(F)F)n1,-31,6.7,3
